Screening results: PubChem, National Center for Advancing Translational Sciences (NCATS)
Menin-MLL TR inh: menin-MLL binding inhibition, Texas Red mutant peptide; Menin + Texas Red MLL mutant peptide, fluorescence polarization; Potency, µM (doses to about 61.6 µM), for inactives: at the top dose FP activity change, negative = inhibition, actives largely listed as inhibitors; actives 0.23% (n = 270,000); AID 1768; active = well fitted inhibition curve with a large enough effect in the polarisation, with a control signal flat, not every such curve was filed as active; inconclusive = small, poorly fitted or top-dose-only effect, or effect the other way, or a change in a side signal; inactive = no such curve, though single readings can be large or run the other way; the % refers to the polarisation; also: potency is read from the fitted curve at half-maximal effect; % of control where 0% means no effect; many of its hits are not listed in these tables
USP2a block: USP2a (human) protease inhibition | O75604 | AID 463254 | USP2 core, Ub-CHOP2 coupled fluorogenic reporter, 485/531 | Potency, µM (doses to about 38.3 µM), without a hit: top-dose activity change, negative = inhibition, usual class: inhibitors | actives 0.01% (n = 330,000);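 also: potency is read from the fitted curve at half-maximal effect; plate controls were DMSO wells for no effect and full inhibition by NEM control for full effect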
Target sequence (O75604 whole entry, looked up): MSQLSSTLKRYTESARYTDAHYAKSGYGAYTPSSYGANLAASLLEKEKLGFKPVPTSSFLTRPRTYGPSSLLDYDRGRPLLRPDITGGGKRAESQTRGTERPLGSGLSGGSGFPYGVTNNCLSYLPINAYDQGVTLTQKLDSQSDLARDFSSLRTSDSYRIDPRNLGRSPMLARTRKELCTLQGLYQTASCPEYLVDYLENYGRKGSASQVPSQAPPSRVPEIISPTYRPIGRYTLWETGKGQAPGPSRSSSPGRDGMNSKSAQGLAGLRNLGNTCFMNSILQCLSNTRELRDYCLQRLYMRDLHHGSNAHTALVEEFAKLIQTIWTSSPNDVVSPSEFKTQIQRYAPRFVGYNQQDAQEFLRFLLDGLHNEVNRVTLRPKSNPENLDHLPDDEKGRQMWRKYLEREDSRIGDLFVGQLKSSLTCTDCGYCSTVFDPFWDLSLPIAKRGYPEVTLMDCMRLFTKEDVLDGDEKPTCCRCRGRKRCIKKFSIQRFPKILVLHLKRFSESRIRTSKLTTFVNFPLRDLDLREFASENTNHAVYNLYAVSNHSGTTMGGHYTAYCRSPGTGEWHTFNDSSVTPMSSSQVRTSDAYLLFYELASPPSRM
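Deubiquitinase activity read as fluorescence (485/531 nm) after Ub-CHOP2 cleavage activates the enterokinase reporter on its substrate; USP2 core 10nM, Ub-CHOP2 and substrate 25nM each, 30min compound preincubation then 60min RT; data normalized to NEM, curves fitted.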
TRPV1 ag: agonists of human vanilloid receptor 1 (TRPV1) | Q8NER1 | TRPV1-expressing cells, Fluo-8 calcium influx, agonist mode | activation, % at 8.33 µM | actives 0.19% (n = 320,000) | AID 540275; in the data active = activation above about 80%; inconclusive = between about 30% and that limit; also: 0% is about no effect
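Cells expressing TRPV1 were dye-loaded with Fluo-8 and read kinetically: 10 s baseline, 3 min after compound (agonist portion), then 2 min after EC20 capsaicin (allosteric enhancer portion). Calcium-bound dye fluorescence at 480/520 nm.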
PKM2 act: PKM2 (human) enzyme activation; P14618; purified PKM2, Kinase-Glo ATP luminescence, activation; response scale: 0% is enzyme alone, no compound; Potency, µM (doses to about 57.5 µM), for the others: top-dose activation, hits mostly activators; actives 0.34% (n = 260,000); AID 1631; also: potency is read from the fitted curve at half-maximal effect; % is scaled to controls: 0 for no effect and ±100 for the full control effect; nearly all actives have a fitted effect of over 55% in size
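hPK-M2, >95% pure; 0.1 mM ADP / 0.5 mM PEP final; imidazole pH7.2 buffer w/ 7 mM MgCl2, 50 mM KCl; 1 h RT; Kinase-Glo lum. Intermediate enzyme activity for dual inhibitor/activator qHTS.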
GALK inh: blocks human galactokinase activity. Purified GALK, Kinase-Glo residual ATP luminescence. AID 1868. actives 0.007% (n = 270,000). Potency, µM (series often up to 57.5 µM), without a hit: at the top dose activity change, negative = inhibition, usual class: inhibitors. P51570; also: potency is read from the fitted curve at half-maximal effect; % is scaled to controls: 0 for no effect and ±100 for the full control effect
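Luminescence from leftover ATP (Ultra-Glo luciferase/luciferin) served as read-out after a 1 h room-temperature reaction of 5 nM GALK with 35 uM ATP and 100 uM galactose.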
KCNH2 WT inh: KCNH2 (human, wildtype) channel inhibition; U2OS, BacMam KCNH2, thallium flux FluxOr; active compounds read low; activity change, % at 1.84 µM; actives 0.37% (n = 340,000); AID 720551;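 active = maximum activity change below -70%; inconclusive = maximum activity change between -70% and -50%; inactive = maximum activity change above -50%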; also: % is scaled to controls: 0 for no effect and ±100 for the full control effect
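U2OS cells were transduced with wild-type KCNH2 virus (2.03 x 10^8 / mL) for 4 h at room temperature, then cultured overnight at 37 C. Thallium flux was read with FluxOr dye. Rate constants were normalized to DMSO controls.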
Giardia killer: kills Giardia lamblia; Giardia lamblia trophozoite viability; activity change, % at 7.66 µM, hits read low; actives 0.15% (n = 340,000); in the data active = activity change below about -80%; inconclusive = between about -30% and that limit;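 also: parasites exposed to compound for two days anaerobically before the ATP read; % is scaled to controls: 0 for no effect and ±100 for the full control effect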
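Compounds were tested on trophozoites seeded at 100 cells/well and held 48 hrs at 37 deg C anaerobically. An ATP-based luminescent kit measured the remaining live cells.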
B2AR arrestin: recruits beta-arrestin to the human beta2-adrenergic receptor. Potency, µM (series often up to 46.1 µM), inactives show at the highest dose activation, actives largely listed as activators. beta-arrestin recruitment to beta2AR, cell-based reporter. P07550. actives 0.02% (n = 330,000);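 also: potency is read from the fitted curve at half-maximal effect; 0% = DMSO controls and full agonism = EC100 isoproterenol or metaproterenol; nearly all actives have a fitted effect of over 65% in size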
Target sequence (P07550 whole entry, looked up): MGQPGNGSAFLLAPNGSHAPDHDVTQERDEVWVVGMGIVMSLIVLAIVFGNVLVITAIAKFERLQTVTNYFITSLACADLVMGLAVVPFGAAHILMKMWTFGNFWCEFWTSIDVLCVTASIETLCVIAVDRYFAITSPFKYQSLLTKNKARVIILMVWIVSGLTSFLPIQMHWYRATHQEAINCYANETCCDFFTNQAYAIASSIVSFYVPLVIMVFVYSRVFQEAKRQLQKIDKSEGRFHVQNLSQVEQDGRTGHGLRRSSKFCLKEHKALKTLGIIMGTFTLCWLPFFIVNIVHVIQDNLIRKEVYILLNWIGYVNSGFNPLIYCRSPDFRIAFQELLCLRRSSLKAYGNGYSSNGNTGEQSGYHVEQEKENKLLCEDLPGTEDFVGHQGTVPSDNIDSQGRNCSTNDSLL
MLL CXXC-DNA inh: blocks binding of human MLL CXXC domain to DNA; Q03164; MLL-CXXC / FITC-HOXA9 DNA fluorescence polarization; Potency, µM (highest dose often 115 µM), for the others: at the highest dose activity change, negative = inhibition, most hits filed as inhibitors; actives 0.037% (n = 290,000); active = well fitted inhibition curve with a large enough effect in the polarisation, with a control signal flat, not every such curve was filed as active; inconclusive = small, poorly fitted or top-dose-only effect, or effect the other way, or a change in a side signal; inactive = no such curve, though single readings can be large or run the other way; the % refers to the polarisation; also: potency is read from the fitted curve at half-maximal effect
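Steps: dispense CXXC domain solution (7 uM) → pin compounds or unlabeled HOX-A9 DNA control → 5 min ambient → add FLSN-HOX-A9 solution (50 nM) → spin → 30 min ambient → fluorescence polarization. Tris pH 7.5/NaCl/DTT/BSA buffer.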
FBPA coupling cs: counter-screen for Giardia aldolase inhibitors: coupling enzyme system; AID 2472; activity change, negative = inhibition, % at 58.2 µM, hits read low; coupling enzyme system counterscreen, AmpLite Red fluorescence; actives 0.67% (n = 290,000); in the data active = activity change below about -30%; also: % is scaled to controls: 0 for no effect and ±100 for the full control effect
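Final compound at 57.5 uM, incubated 10 min at RT with coupling enzyme reagent (glyceraldehyde-3-phosphate), then 20 min with substrate and AmpLite Red detection. Fluorescence read at 525/598 nm; tests interference with the coupling assay, not aldolase inhibition.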
KCNH2 3.1 inh: inhibitors of human KCNH2 3.1 potassium channel isoform; activity change, % (tested at about 1.8 µM); U2OS KCNH2 3.1, thallium flux FluxOr; active compounds read low; actives 0.95% (n = 340,000);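 active = maximum activity change below -70%; inconclusive = maximum activity change from -70% to -50%; inactive = maximum activity change above -50%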;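 also: thallium influx rate constant from kinetic fluorescence after stimulation buffer; % is scaled to controls: 0 for no effect and ±100 for the full control effect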
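Kinetic fluorescence (2 min after stimulation buffer) measures Tl+ influx through KCNH2 3.1 expressed by viral transduction in U2OS cells; the rate constant is normalized against DMSO controls serving as positive and negative references.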
Starred values were filed as active, the others as inactive; u = inconclusive; x = not tested or not shown; & = joins results of further samples; [ ] = dose if it differs, or a comment. Unless noted, calls follow the shape of the dose curve; as a rule, active = well fitted curve in the direction sought with a large enough effect; inconclusive = small, poorly fitted or top-dose-only effect, or another doubt; inactive = no such curve, though single readings can be large; an effect the other way counts as inactive or inconclusive. An excerpt. The share of hits here may be higher or lower than overall.

structure	USP2a block	B2AR arrestin	MLL CXXC-DNA inh	Giardia killer	PKM2 act	FBPA coupling cs	GALK inh	KCNH2 WT inh	KCNH2 3.1 inh	Menin-MLL TR inh	TRPV1 ag
CC(=O)c1c(C)[nH]c(C(=O)COC(=O)c2cc(C)oc2C)c1C	4%	-0.1%	x	16	x	x	x	-2	-5	x	u
CCCc1nc2oc3c(NCCN(C)C)ncnc3c2c2c1CCCC2	6%	0.3%	-22%	-12	2%	-2	6%	1	-1	-13%	-1
O=C(COc1ccccc1/C=C\c1nc(O)c([N+](=O)[O-])c(=O)[nH]1)Nc1ccccc1	-9%	0.3%	u	18	4%	8	-1%	-5	-10	114%[activator]	-1
N#C/C(C(=O)c1ccccc1)=C1/CCCN1	-1%	-0.1%	18%	3	-4%	2	0%	-3	-10	u	2
Cc1ccc(C(=O)NNC(=O)C2CCN(c3nc(C)cc(C)n3)CC2)cc1	1%	-0.5%	-2%	-9	-1%	8	2%	4	0	-5%	3
O=C(NC(=S)NCCc1ccc(Cl)cc1)c1ccco1	2%	-0.2%	8%	14	4%	1	4%	4	5	12%	18
Cc1ccc(S(=O)(=O)N2CCCCC2)cc1NC(=S)NC(=O)c1ccco1	0%	-0.3%	-8%	58[activator]	0%	-5	3%	-2	-2	x	22
Cc1noc(C)c1S(=O)(=O)N1CCCC(C(=O)Nc2nccs2)C1 (stereo not given)	-10%	-0.5%	3%	-11	-2%	0	-1%	-5	1	-2%	-4
COc1ccc(NC(=O)CSCC(=O)N(C)CC(=O)Nc2ccc(Cl)c(C(F)(F)F)c2)cc1	3%	-0.2%	x	5	x	x	x	-4	-8	x	23
CCCc1ccc(/C=C2\C(=O)c3ccccc3C(O)=C2C(=O)OCC)cc1	1%	-0.1%	5%	x	27%	-37*	-3%	x	x	-3%	2
O=C(OCC(=O)c1ccccc1Br)c1ccncc1	1%	-0.9%	7%	26	1%	0	5%	8	1	0%	-5
O=C(/C=C/c1cccc([N+](=O)[O-])c1)N(c1ccccn1)c1ccccn1	11%	0.1%	-14%	-2	-4%	1	-1%	-6	-5	x	2
COc1ccc(NS(=O)(=O)c2ccc(NC(=O)c3ccc(N(C)S(C)(=O)=O)cc3)cc2)cc1	-1%	-0.3%	-1%	7	0%	-1	1%	1	-1	u	3
COc1cc2c(c(OC)c1OC)C(c1ccc(C)cc1)CC(=O)O2 (stereo not given)	1%	1.3%	x	-5	x	1	x	3	-2	-4%[94.6 µM]	x
CCOC(=O)C1(Cc2cccc(F)c2)CCN(Cc2nc(CC)[nH]c2C)CC1	1%	-0.7%	56%[activator]	8	1%	2	1%	-5	9	-27%	1
CCOc1ccc(Br)cc1/C=N/NC(=O)c1ccncc1	0%	0.1%	1%	6	5%	-24	1%	17	7	5%	9
COC(=O)C1(c2ccccc2)NC(c2cccs2)C2C(=O)N(C)C(=O)C21 (stereo not given)	-1%	-0.3%	4%	18	-5%	1	2%	-6	2	0%	0
O=C(NC1CCCCC1)c1ccc(-c2ccccc2F)o1	-2%	-0.9%	x	-26	x	x	x	1	-10	x	x
COC(=O)CCCC(=O)Nc1ccc(Cl)c(Cl)c1	-1%	0.1%	0%	-6	9%	0	-3%	-1	4	0%	29
CCOC(=O)CSC1=NC(=O)CS1	7%	-0.7%	73%[activator]	-9	0%	-2	0%	-4	8	3%	3
CCN1C(=O)C2(C(C#N)=C(N)Oc3n[nH]c(C(C)C)c32)c2ccccc21 (stereo not given)	0%	0.2%	3%	6	-2%	-9	0%	4	3	u	3
Nc1nc(CSc2nc3ccccc3s2)nc(N2CCOCC2)n1	-1%	0.5%	40%	32[activator]	-30%	4	0%	-16	13	13%	6
O=C(CCCN1C(=O)/C(=C/c2ccccc2)SC1=S)Nc1cccc(O)c1	-7%	0.0%	-3%	-1	u	-1	2%	6	10	u	u
CCN1CCN(C(=S)Nc2sc(C)c(-c3ccccc3)c2C(=O)OC)CC1	1%	0.1%	-1%	-13	x	x	-1%	7	x	x	4
O=C1/C(=C\c2ccco2)SC(=S)N1c1ccc(O)cc1	-10%	-0.6%	-3%	-4	-7%	-20	x	4	10	37%[activator]	-3

The listing continues.
structure	USP2a block	B2AR arrestin	MLL CXXC-DNA inh	Giardia killer	PKM2 act	FBPA coupling cs	GALK inh	KCNH2 WT inh	KCNH2 3.1 inh	Menin-MLL TR inh	TRPV1 ag
Cc1ccc2c(c1)N(CC(=O)NCc1ccco1)C(=O)C(C(C)C)O2 (stereo not given)	0%	-0.8%	-4%	8	1%	3	6%	-2	-5	x	u
O=C(O)CCN1C(=O)/C(=C\c2ccc(-c3nc4ccccc4s3)o2)SC1=S	0%	0.2%	u	10	8%	-5	-1%	16	8	28%	-2
Cc1ccccc1OCc1nnc(SCC(=O)O)n1-c1cccc(Cl)c1	0%	-4.7%	-23%	5	0%[11.5 µM]	12	-1%	16	6	6%	5
CCOc1ccc(NS(=O)(=O)c2ccc3[nH]c(=O)c(=O)[nH]c3c2)cc1	0%	0.2%	4%	16	10%	-1	4%	-5	-3	-7%	2
O=C(NNC(=S)NC(=O)c1ccccc1)c1cccc([N+](=O)[O-])c1	-2%	-0.9%	9%	-17	x	-2	-3%	4	-1	u	1
CCOC(=O)[C@H]1[C@H]2COc3ccc(Cl)cc3[C@@H]2N2C(=O)CN(Cc3ccc(F)cc3)C(=O)[C@@]12C	-1%	0.5%	x	18	x	x	x	-8	-3	x	u
O=C(COC(=O)c1cccc([N+](=O)[O-])c1)NNC(=O)c1cccs1	1%	-0.2%	x	1	x	x	x	-1	13	x	2
CCOC(=O)c1c(-c2cccc([N+](=O)[O-])c2)csc1NC(=O)CCCOc1ccccc1OC	-5%	-0.8%	2%	-4	3%	4	0%	10	-3	7%	0
c1cncc(-c2csc(NCc3ccco3)n2)c1	-4%	-0.2%	-11%	-1	-4%	-2	-1%	0	13	0%	-1
O=C(Nc1cccc(C(F)(F)F)c1)N1CCN(C(=O)Nc2cccc(C(F)(F)F)c2)CC1	2%	-0.1%	11%	15	-1%	0	-2%	2	-5	11%	-1
COCCn1c(=NC(=O)CCS(=O)(=O)c2ccccc2)sc2cc(C)ccc21	1%	0.3%	1%	27	-1%	x	-2%	-8	x	x	9
O=c1c2ccccc2nc2n1CCc1c-2[nH]c2ccccc12	7%	-0.1%	1%	u	x	5	x	-1	29	10%&10%	u
O=C1CN(C(=O)CCCc2c[nH]c3ccccc23)c2ccccc2N1	-1%	-0.4%	-15%	-6	4%	0	6%	-10	-6	15%	1
Cc1cc(C)cc(OCC(=O)OCC(=O)NC2CCCC2)c1	-1%	-0.1%	x	2	x	x	x	-9	9	x	7
CC1=C(C)CC(C(=O)N2CCN(Cc3ccccc3)CC2)C(C(=O)O)C1 (stereo not given)	0%	-0.7%	-3%	-14	0%	3	0%	-2	0	12%	-2
COC(=O)CN(n1cnnc1)S(=O)(=O)c1ccc(C)cc1	-1%	0.1%	-5%	-17	-3%	4	0%	-1	-2	1%	-1
COc1ccc(Nc2ncc(C(=O)N3CCN(Cc4ccccc4)CC3)c3ccccc23)cc1	-17%	-0.8%	6%	21	-17%	-2	x	7	-6	19%	2
CCn1nc(C)c(NS(=O)(=O)c2ccccc2)c1C	1%	-0.5%	27%	6	1%	0	0%	-1	-4	-3%	-2
O=C(c1cc(-n2cnnc2)ccc1Cl)N1CCN(c2nc(-c3ccccc3)cs2)CC1	-2%	-0.2%	8%	33[activator]	1%	1	0%	16	5	-7%	0
O=C(O)c1ccc2c(=O)n(Cc3ccccc3)c(SCc3ccc([N+](=O)[O-])cc3)nc2c1	3%	-0.2%	-3%	-13	x	21	x	13	15	u	23
COc1cccc(NC(=O)C(=O)NCCCn2ccnc2)c1	12%	-0.3%	1%	-2	0%	1	-1%	-6	21	3%	-6
COc1cccc(C(=O)NCCS(=O)(=O)N2CCCCCC2)c1	0%	-0.2%	x	10	x	x	x	0	1	x	2
CCCn1nnnc1NC(=O)COc1ccc(Cl)c(C)c1	3%	0.1%	-2%	-19	0%	4	1%	-1	9	21%	0
O=C(NCc1ccc(Cl)cc1)C1CCN(S(=O)(=O)c2cccc3nonc23)CC1	0%	-0.3%	2%	-1	x	2	-2%	4	5	x	5
Cc1ccc(S(=O)(=O)CCC(=O)Nc2nnc(-c3ccc(F)cc3)o2)cc1	0%	-0.4%	x	8	x	x	x	27	8	x	1
Cc1ccc(NC(=O)CCc2nnc3ccc(NCc4ccco4)nn23)cc1F	1%	-0.8%	35%	-27	x	5	0%	8	7	u	-4
